# Source: PubChem
# TrxR1 substrate – qHTS Assay for Substrates of Mammalian Selenoprotein Thioredoxin Reductase 1 (TrxR1): qHTS. Thioredoxin reductase 1, cytoplasmic (Rattus norvegicus), O89049. actives 0.01% (n = 390,000). Potency, µM (doses to about 114 µM), without a hit: at the highest dose activity change, negative = substrate turnover. purified TrxR1 substrate turnover, NADPH consumption readout; note: % is set by controls: 0 for no effect and ±100 for the full control effect; nearly all actives have a fitted effect of over 50% in size
#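 Rat TrxR1, dispensed at 90 nM, was prereduced with 400 uM NADPH (final) for 5 min at ~22 deg C, then incubated with compound 15 min before 400 uM selenite. A first-read NADPH fluorescence drop versus no-compound background flagged substrates.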
# TrxR1 inh – qHTS Assay for Inhibitors of Mammalian Selenoprotein Thioredoxin Reductase 1 (TrxR1): qHTS; Thioredoxin reductase 1, cytoplasmic (Rattus norvegicus), O89049; recombinant rTrxR1, NADPH fluorescence consumption, selenite substrate; Potency, µM (titrated, usually from 114 µM), for the others: at the highest dose activity change, negative = inhibition, hits mostly inhibitors; actives 1% (n = 390,000); AID 588453, 2011; note: % is set by controls: 0 for no effect and ±100 for the full control effect; nearly all actives have a fitted effect of over 65% in size
#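 Rat TrxR1 (90 nM in the dispensed reagent) was pre-reduced with 400 uM NADPH for 5 min at room temperature, then incubated with compound for 15 min. After 400 uM selenite was added, NADPH fluorescence (Ex 340/Em 450 nm) was followed for 8 min.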
# RXFP1 agonist – qHTS Assay for Agonists of the Relaxin Receptor RXFP1; Relaxin receptor 1 (Homo sapiens), Q9HBX9; HEK293T-RXFP1 cAMP TR-FRET, 30 min; response scale: percent of porcine relaxin response, buffer zero; Potency, µM (top dose mostly 57.5 µM), for the others: at the top dose activation, most hits filed as activators; actives 0.3% (n = 370,000); AID 2676, 2010; note: % is set by controls: 0 for no effect and ±100 for the full control effect; nearly all actives have a fitted effect of over 60% in size; many of its hits are not listed in these tables
#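 Agonist response is measured as cAMP accumulation in an RXFP1-transfected HEK293T line under PDE4 inhibition. Values are scaled between buffer-only and 29 nM porcine relaxin, and EC50s come from standard Hill equation fits.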
# USP1-UAF1 inh – Inhibitors of USP1/UAF1: Primary Screen. Ubiquitin carboxyl-terminal hydrolase 1 (Homo sapiens), O94782. recombinant USP1/UAF1, Ub-Rhodamine cleavage fluorescence. Potency, µM (top dose mostly 57.1 µM), without a hit: at the highest dose activity change, negative = inhibition, usual class: inhibitors. actives 0.23% (n = 390,000). AID 743255, 2014; note: % is set by controls: 0 for no effect and ±100 for the full control effect; nearly all actives have a fitted effect of over 60% in size; inactives centre near -12
# Target sequence (O94782 whole entry, looked up): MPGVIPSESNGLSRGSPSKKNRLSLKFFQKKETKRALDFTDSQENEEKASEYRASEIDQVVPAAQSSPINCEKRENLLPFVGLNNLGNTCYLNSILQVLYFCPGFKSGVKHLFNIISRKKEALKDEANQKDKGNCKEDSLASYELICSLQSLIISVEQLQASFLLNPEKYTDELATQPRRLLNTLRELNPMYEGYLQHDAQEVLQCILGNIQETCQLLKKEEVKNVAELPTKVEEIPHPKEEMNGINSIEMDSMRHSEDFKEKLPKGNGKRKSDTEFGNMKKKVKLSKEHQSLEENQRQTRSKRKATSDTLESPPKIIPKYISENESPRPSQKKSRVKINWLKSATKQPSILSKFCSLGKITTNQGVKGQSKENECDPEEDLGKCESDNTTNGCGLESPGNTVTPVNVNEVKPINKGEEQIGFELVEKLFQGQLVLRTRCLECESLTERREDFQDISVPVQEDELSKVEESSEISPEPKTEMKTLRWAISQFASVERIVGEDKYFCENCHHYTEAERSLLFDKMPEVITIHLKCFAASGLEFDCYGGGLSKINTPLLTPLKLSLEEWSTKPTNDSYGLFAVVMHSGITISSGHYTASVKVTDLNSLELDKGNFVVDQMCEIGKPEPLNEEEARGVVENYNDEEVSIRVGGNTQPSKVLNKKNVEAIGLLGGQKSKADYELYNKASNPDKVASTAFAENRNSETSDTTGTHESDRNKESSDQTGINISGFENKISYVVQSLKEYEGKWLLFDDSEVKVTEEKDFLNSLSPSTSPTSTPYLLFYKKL
#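 High-throughput fluorogenic screen: 1nM USP1/UAF1 complex, Ub-Rho substrate 150nM final, 50mM HEPES pH 7.8 with 0.5mM EDTA, 0.1 mg/ml BSA, 1mM TCEP and 0.01% Tween-20.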
# Vif-APOBEC3G blk – qHTS for Inhibitors of Vif-A3G Interactions: qHTS; Potency, µM (highest dose often 46.1 µM), for the others: top-dose activity, negative = active, hits mostly inhibitors; DNA dC->dU-editing enzyme APOBEC-3G (Homo sapiens), Q9HC16; actives 0.076% (n = 410,000); HeLa A3G-eYFP + Vif (tagged APOBEC3G with the HIV-1 protein that degrades it), YFP fluorescence, overnight;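 note: % is set by controls: 0 for no effect and ±100 for the full control effect; nearly all actives have a fitted effect of over 60% in size; hits raise eYFP signal because A3G escapes Vif-driven loss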
#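 HeLa cells stably expressing Vif and C-terminally eYFP-tagged A3G, seeded overnight at 37 deg C, then exposed to compound by pintool overnight at 37 deg C. Rise in yellow fluorescence (Ex 488/Em 500-530, Acumen) marks blocked Vif-driven A3G degradation.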
# 12-LOX inh – Primary qHTS assay for inhibitors of human arachidonate 12S-lipoxygenase (ALOX12): Round 2; Polyunsaturated fatty acid lipoxygenase ALOX12 (Homo sapiens), P18054; Potency, µM (top dose mostly 108 µM), inactives show at the top dose activity change, negative = inhibition, most hits filed as inhibitors; actives 1.1% (n = 580,000); purified 12hLO, xylenol orange hydroperoxide absorbance; note: % is set by controls: 0 for no effect and ±100 for the full control effect
#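 Purified human 12hLO (150 nM final) in 25 mM Hepes, 0.01% Triton X-100, pH 7.0 was preincubated 15 min at room temperature with compound. Then 40 uM arachidonic acid was added, 30 min. Hydroperoxide was read by Fe-XO absorbance ratio 573/405 nm.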
# RGS4 inhibitor – Inhibitors of Regulator of G Protein Signaling (RGS) 4: qHTS. Regulator of G-protein signaling 4 (Homo sapiens), P49798. Transcreener GDP fluorescence polarization, RGS4-accelerated GTP hydrolysis. Potency, µM (highest dose often 114 µM), inactives show at the top dose activity change, negative = inhibition, most hits filed as inhibitors. actives 0.039% (n = 390,000); note: % is set by controls: 0 for no effect and ±100 for the full control effect; nearly all actives have a fitted effect of over 75% in size; some results filed as inactive show a strong effect at the top dose
# Target sequence (P49798 whole entry, looked up): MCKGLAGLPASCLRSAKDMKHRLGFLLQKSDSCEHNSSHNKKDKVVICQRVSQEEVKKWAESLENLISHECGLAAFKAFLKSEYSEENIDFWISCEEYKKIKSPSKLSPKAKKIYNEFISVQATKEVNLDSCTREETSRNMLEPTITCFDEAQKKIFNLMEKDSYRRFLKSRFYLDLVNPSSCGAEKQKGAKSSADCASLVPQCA
#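 MLSMR compounds (23 nl, pin-transferred) preincubated 10 min at room temperature with a 500nM (2x) first reagent, then RGS4 at 900nM (2x) plus Transcreener GDP mix added; fluorescence polarization (620/688 nm) read before and after 90 min at 30 °C.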
# Vif-A3F inh – qHTS for Inhibitors of Vif-A3F Interactions: qHTS; HeLa A3F-eYFP + Vif (tagged APOBEC3F with the HIV-1 protein that degrades it), YFP fluorescence increase; Potency, µM (highest dose often 46.1 µM), for inactives: at the highest dose activity, negative = active; AID 602313, 2012; actives 0.2% (n = 390,000); note: % of control where 0% means no effect; nearly all actives have a fitted effect of over 65% in size
#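 HeLa cells stably expressing Vif plus C-terminally eYFP-tagged A3F were seeded, incubated overnight at 37 deg C, dosed with compound, incubated overnight again at 37 deg C. Yellow fluorescence (Ex 488/Em 500-530) reported blocked Vif-mediated A3F-eYFP degradation.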
# IDH1 R132H inh – qHTS for Inhibitors of mutant isocitrate dehydrogenase 1 (IDH1): qHTS; Isocitrate dehydrogenase [NADP] cytoplasmic (Homo sapiens), O75874; IDH1-R132H enzyme, NADPH consumption, diaphorase/resazurin fluorescence; actives 0.093% (n = 390,000); Potency, µM (highest dose often 76.6 µM), without a hit: top-dose activity change, negative = inhibition, most hits filed as inhibitors; AID 602179, 2012; note: % is set by controls: 0 for no effect and ±100 for the full control effect; nearly all actives have a fitted effect of over 65% in size
#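 IDH1-R132H (0.5 ug/mL) preincubated 30 min with compound, then NADPH (0.016 mM) and alpha-KG (2 mM) added; 80 min at RT, pH 7.5. Remaining NADPH coupled via diaphorase/resazurin to fluorescence (540/590 nm); concentration-response curves normalized to no-enzyme control.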
# * = called active by the depositor; ? = inconclusive; · = no result given; & = joins results of further samples; [ ] = another dose, or the depositor's remark. Calls come from the whole dose curve; as a rule, active = well fitted curve in the direction sought with a large enough effect; inconclusive = small, poorly fitted or top-dose-only effect, or another doubt; inactive = no such curve, though single readings can be large; an effect the other way counts as inactive or inconclusive. Potency is the fitted concentration of half-maximal effect. An excerpt; rates above refer to the full screens.
cpd	Compound	TrxR1 substrate	TrxR1 inh	RXFP1 agonist	USP1-UAF1 inh	Vif-APOBEC3G blk	12-LOX inh	RGS4 inhibitor	Vif-A3F inh	IDH1 R132H inh
1	CC1CN(c2nc3ccccc3nc2NS(=O)(=O)c2ccccc2)CC(C)O1 (stereo not drawn)	-9%	0%	·	2%	-3%	-10%	4%	-34%	4%
2	COc1ccc(CC(=S)N2CCOCC2)cc1	-9%	-8%[57.1 µM]	3.3%	-15%	-1%	?	-32%[11.4 µM]	-8%	2%
3	Cc1sc(-n2cccc2)c(C(=O)O)c1C	2%	?	-1.6%	-1%	-3%	25%	-9%	8%	9%
4	O=c1[nH]c(NCc2ccccc2)nc2c1CCCC2	3%	11%	-2.5%	-19%	-4%	0%	-50%	4%	0%
5	COc1ccc(S(=O)(=O)Nc2ccccc2C(=O)N2CCOCC2)cc1OC	4%	15%	1.1%	-6%	1%	-2%	2%	0%	3%
6	C[C@H](C(O)c1ccccc1)N(C)C(=O)CN (stereo partly drawn)	1%[57.1 µM]	13%[57.1 µM]	1.6%	0%	1%	15%	-11%	-1%	14%
7	CCCCn1c(N)c(N(CCOC)C(=O)CSc2nnc(C)n2-c2ccc(OC)cc2)c(=O)[nH]c1=O	6%	-3%	3.2%	-19%	2%	12%	-35%	?	4%
8	C(CCCN1CCCCC1)CCN1CCCCC1	-4%[11.4 µM]	-2%[11.4 µM]	·	-4%	1%	59%[activator]	20%	-9%	2%
9	O=C1SC(SC(=Nc2ccccc2)Nc2ccccc2)C(=O)N1c1ccccc1 (stereo not drawn)	1%&-11%	12%&-8%	-0.1%	-41%&-17%	0%&-1%	-28%	?	0%&2%	1%&1%
10	C=CCSc1nc2sc3c(c2c(=O)n1-c1ccc(C)cc1)CCN(C)C3	3%	-4%	2.0%	-18%	7%	?	-12%	-5%	1%
11	CN(c1ccc([N+](=O)[O-])cc1C(N)=O)C1CCCCC1	-15%	-4%	2.3%	-13%	8%	-25%	6%	11%	-3%
12	COc1ccc([C@@H]2C[C@H]3CN(Cc4ccccc4OC)C(=O)[C@]34CCCN24)cc1C	6%	-14%	-2.3%	-16%	-5%	-14%	4%	-11%	-3%
13	Cc1cc(=O)n2[nH]nnc2n1	18%	-7%	1.8%	-15%	4%	-6%	11%	-9%	5%
14	O=[N+]([O-])c1cc(Cl)ccc1N1CCN(c2ccccc2O)CC1	8%[57.1 µM]	23%[57.1 µM]	2.8%	-7%	0%	-16%	10%	2%	5%
15	N#CC1=C(SCC(=O)c2ccc(Cl)cc2)NC2=C(C(=O)CCC2)C1c1ccco1 (stereo not drawn)	-8%	?	1.3%	-5%	-10%	5%	-32%	-11%	0%
16	CC(=O)c1ccccc1NS(=O)(=O)c1c(C)nn(-c2ccccc2)c1C	-2%	10%	1.1%	-15%	1%	5%	-4%	-5%	2%
17	CC(C)[C@@H](C(=O)NC1CC1)N1C(=O)N2CCc3c([nH]c4ccccc34)[C@@]2(C)C1=O	-1%	3%	3.8%	-26%	-1%	5%	-13%	-3%	3%
18	CCN(CC)Cc1c(O)c(Cl)cc2c3c(c(=O)oc12)CCCC3	·	-107%	14%	?	0%	35%[activator]	-47%	-1%	21%
19	Cc1cccc(NC(=O)CSc2nc3ccc(N4C(=O)c5ccccc5C4=O)cc3s2)c1C	6%	21%	-4.2%	-17%	3%	-19%	-17%	?	0%
20	Cc1cccc(-n2ccc(=O)c(C(=O)Nc3ccc(S(=O)(=O)Nc4nccc(C)n4)cc3)n2)c1	-1%	13%	?	-24%	-9%	-20%	0%	0%	0%
21	O=C(Nc1ccc(Cc2ccncc2)cc1)c1cccs1	-3%	13%	-0.2%	-12%	-1%	5%	15%	6%	14%
22	CCN(CC)S(=O)(=O)c1ccc2c(c1)N(CC(=O)Nc1cccc(C(C)=O)c1)C(=O)CO2	2%	17%	0.1%	-2%	·	-17%	-9%	·	·
23	O=[N+]([O-])c1ccc(-n2nncc2-c2ccc(Cl)cc2)cc1	-7%	3%	1.8%	-4%	-1%	-6%	29%	-10%	2%
24	Cc1ccc(Nc2c(-c3cccnc3)nc3ccc(C)cn23)cc1	7%	4%	0.4%	?	-6%	-5%	12%	1%	11%
25	N#CCCN(C(=O)CSc1nc2nc(-c3cccs3)cc(C(F)(F)F)c2c(=O)[nH]1)c1ccccc1	124%[activator]	41%[activator]	18%	-3%	2%	-1%	-3%	-10%	?
26	CCOc1ccc(Nc2nc(N)nc(CN3CCN(c4ccccc4F)CC3)n2)cc1	-4%	5%	3.2%	-12%	-2%	1%	24%	15%	1%
27	CCN(CC)CC#CC(C)OCOCC#CCOC (stereo not drawn)	0%	5%	0.4%	?	-2%	24%	-1%	-9%	-3%
28	CC(=O)Nc1cccc(C(=O)OCC(=O)Nc2ccc(Cl)cn2)c1	-5%	7%	2.4%	-14%	2%	-1%	-6%	3%	1%
29	Cc1ccccc1Nc1nc(Nc2ccccc2C)nc(SC2=NCCS2)n1	3%[57.1 µM]	26%	0.0%	-9%	0%	6%	20%	0%	6%
30	COc1cccc(C2C(C#N)=C(N)OC(C(C)(C)C)=C2C#N)c1 (stereo not drawn)	1%[57.1 µM]	17%[0.457 µM]	-1.0%	-14%	4%	?	-28%	3%	-10%
31	CCOC(=O)/C=C/C(=O)Nc1ccc(Oc2ccccc2)cc1	3%[57.1 µM]	4%[57.1 µM]	2.6%	-8%	-19%	-16%	3%	5%	5%
32	CC(C)CCn1c(CN2CCN(C(=O)c3ccco3)CC2)nc2c1c(=O)n(C)c(=O)n2C	7%	-8%	8.9%	-16%	-5%	-25%	-18%	4%	13%
33	CSCC[C@H](NC(=O)N1CCn2c1nc1ccccc12)C(=O)NCc1ccc(C)cc1	0%	6%	-1.5%	-4%	0%	6%	1%	-6%	-6%
34	O=C(CN1C(=O)c2ccccc2S1(=O)=O)NCc1ccc(F)cc1	7%	14%	3.5%	-8%	-6%	0%	-6%	-10%	2%
35	COc1c(N2CCN[C@H](C)C2)c(F)cc2c(=O)c(C(=O)O)cn(C3CC3)c12	74%[activator]	26%	0.2%	-17%	3%	·	-21%	-11%	19%
36	c1cnc2ncc3sccc3c2c1	0%	-7%	3.1%	-21%	3%	-8%	-9%	-12%	-11%
37	Clc1ccc(COc2ccccc2CNCc2cccnc2)cc1	-6%[57.1 µM]	-16%[57.1 µM]	0.9%	-2%	0%	-14%[57.4 µM]	3%	0%	8%
38	C/C(=N\NC(=O)C1CC1)c1ccc(C(C)(C)C)cc1	-15%	-23%	-0.4%	-3%	0%	-4%	6%	0%	4%
39	Cc1ccc(-c2c(C(=O)N3CCOCC3)oc(=O)c3ccccc23)cc1	-7%	9%	4.6%	-7%	0%	358%[activator]	5%	1%	-6%
40	COc1ccc(NC(=O)C2CC(=O)N(c3ccccc3F)C2)cc1S(=O)(=O)N1CCCCC1 (stereo not drawn)	·	·	·	-14%	4%	-11%	·	-10%	3%
41	COc1cc(C(=O)n2nc(C)cc2C)cc(OC)c1OC	9%[57.1 µM]	2%[57.1 µM]	-1.0%	-9%	-2%	-3%	12%	-7%	0%
42	COCC1CCCCN1Cc1cn[nH]c1-c1ccc(OC)cc1OC (stereo not drawn)	-1%	14%	-0.4%	-21%	-1%	2%	10%	-8%	5%
43	CCOc1ccccc1NC(=O)C1CCN(C(=O)C2CC(=O)N(c3ccc(C)cc3)C2)CC1 (stereo not drawn)	0%	10%	-3.9%	-17%	1%	-5%	9%	1%	-6%
44	CSC1=NC(=O)/C(=C/c2ccc(SC)cc2)S1	-2%[57.1 µM]	10%[57.1 µM]	3.2%	-22%	-1%	-22%	-22%	-2%	35µM*
45	Cc1ccccc1NC(=O)Cn1c(SCC(=O)Nc2ccc(F)cc2)nc2ccccc21	6%[57.1 µM]	19%[57.1 µM]	2.1%	?	-1%	-15%	?	-17%	0%
46	Cn1c(=O)n(-c2cccc(Cl)c2)c(=O)n1C	5%	20%	1.9%	0%	0%	-6%	-8%	0%	1%

# 3 entries from above, ordered by the number in TrxR1 inh, rising.
no.	molecule	TrxR1 inh
21	O=C(Nc1ccc(Cc2ccncc2)cc1)c1cccs1	13%
46	Cn1c(=O)n(-c2cccc(Cl)c2)c(=O)n1C	20%
29	Cc1ccccc1Nc1nc(Nc2ccccc2C)nc(SC2=NCCS2)n1	26%
